Screens from PubChem BioAssay.
GAA spleen mod: inhibitors or activators of human alpha-glucosidase in spleen homogenate; P10253; human spleen homogenate, 4-MU-alpha-glucoside fluorescence; Potency, µM (highest dose often 79.9 µM), inactives show top-dose activity change, negative = inhibition, hits mostly inhibitors; 240,000 tested, 0.006% active; AID 2112;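 also: 0% = enzyme with vehicle and -100% = no enzyme basal signal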
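Human spleen homogenate (1 ug) with 4-methylumbelliferyl-alpha-D-glucopyranoside (1 mM final) in 50 mM citrate/phosphate pH 5.0, 0.01% Tween-20; 40 min at 37 C. Stopped at pH 10; 4-MU fluorescence Ex 365/Em 440 nm; AC50 by Hill fit.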
GAA inh: alpha-glucosidase (human) inhibition; P10253; purified human GAA, 4-MU-alpha-glucoside fluorescence; Potency, µM (doses to about 76.9 µM), for the others: at the top dose activity change, negative = inhibition, hits mostly inhibitors; 200,000 tested, 0.005% active; AID 1466;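 also: plate controls were uninhibited enzyme wells for no effect and no-enzyme background for full effect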
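Compounds are titrated up to 77 uM against 4 nM human enzyme. Substrate 4-methylumbelliferyl-alpha-D-pyranoside (400 uM) reacts 20 min at room temperature in pH 5.0 buffer; liberated 4-methylumbelliferone is read at 440 nm.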
GAA glycogen mod: inhibitors or activators of human alpha-glucosidase glycogen cleavage | P10253 | recombinant GAA, glycogen substrate, Amplex Red glucose oxidase fluorescence | Potency, µM (doses to about 76.4 µM), inactives show top-dose activity change, negative = inhibition, hits mostly inhibitors | 300,000 tested, 0.38% active;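 also: 0% = full enzyme reaction and -100% = no-enzyme basal signal; the screen sought inhibitors and activators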
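Recombinant human alpha-glucosidase (4 nM final) hydrolysed bovine liver glycogen (30 ug) for 40 min at 37 C in pH 5.0 citrate/phosphate with 0.01% Tween-20. Released glucose detected by glucose oxidase/Amplex Red, Ex 573/Em 610 nm. Compounds up to 77 uM; AC50 from Hill fits.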
TexasRed fluor: Texas Red fluorescence interference in TRb-SRC2 counter-screen; Potency, µM (top dose mostly 106 µM), for the others: top-dose fluorescence change, negative = quenching; TRb/SRC2 Texas Red total fluorescence interference; 280,000 tested, 0.29% active; active = well fitted curve in either direction with a large enough effect; inconclusive = small, poorly fitted or top-dose-only effect
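Flags fluorescent or light-absorbing compounds by total fluorescence, S + 2P, at 555 nm excitation and 632 nm emission. Mixture: 20 nM Texas Red SRC2 peptide, 0.6 uM human TRb LBD, 1 uM T3, 5% DMSO; compound exposure 5 h at ambient temperature.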
RGS12 GoLoco inh: blocks human Gai1 binding to RGS12 GoLoco peptide, red readout | Gai1:RGS12 GoLoco peptide FP, rhodamine, 10 min | P63096 | Potency, µM (titrated, usually from 61.6 µM), inactives show top-dose activity, negative = inhibition, actives largely listed as inhibitors | 230,000 tested, 0.44% active; active = well fitted inhibition curve with a large enough effect, not every such curve was filed as active; inactive = no such curve, though single readings can be large or run the other way; also: nearly all actives have a fitted effect of over 30% in size; many of its hits are not listed in these tables
Target sequence (P63096 whole entry, looked up): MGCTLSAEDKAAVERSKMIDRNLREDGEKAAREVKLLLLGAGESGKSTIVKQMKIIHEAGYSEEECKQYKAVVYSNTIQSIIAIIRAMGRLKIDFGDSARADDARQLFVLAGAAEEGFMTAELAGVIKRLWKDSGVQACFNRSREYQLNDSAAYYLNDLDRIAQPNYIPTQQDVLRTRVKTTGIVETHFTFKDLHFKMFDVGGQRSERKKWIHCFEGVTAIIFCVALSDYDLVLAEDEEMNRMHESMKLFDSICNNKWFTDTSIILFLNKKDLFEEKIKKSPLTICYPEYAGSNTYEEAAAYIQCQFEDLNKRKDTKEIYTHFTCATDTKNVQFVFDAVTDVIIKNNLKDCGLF
TRb-SRC2 inh: inhibitors of human thyroid hormone receptor beta-SRC2 interaction; P10828; TRbeta-SRC2 peptide binding, fluorescence polarization; receptor liganded with 1 µM T3; Potency, µM (series often up to 106 µM), inactives show at the highest dose activity change, negative = inhibition, usual class: inhibitors; 280,000 tested, 0.065% active; AID 1469;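 also: plate controls were bound peptide for no effect and peptide without receptor for full effect; nearly all actives have a fitted effect of over 50% in size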
Target sequence (P10828 whole entry, looked up): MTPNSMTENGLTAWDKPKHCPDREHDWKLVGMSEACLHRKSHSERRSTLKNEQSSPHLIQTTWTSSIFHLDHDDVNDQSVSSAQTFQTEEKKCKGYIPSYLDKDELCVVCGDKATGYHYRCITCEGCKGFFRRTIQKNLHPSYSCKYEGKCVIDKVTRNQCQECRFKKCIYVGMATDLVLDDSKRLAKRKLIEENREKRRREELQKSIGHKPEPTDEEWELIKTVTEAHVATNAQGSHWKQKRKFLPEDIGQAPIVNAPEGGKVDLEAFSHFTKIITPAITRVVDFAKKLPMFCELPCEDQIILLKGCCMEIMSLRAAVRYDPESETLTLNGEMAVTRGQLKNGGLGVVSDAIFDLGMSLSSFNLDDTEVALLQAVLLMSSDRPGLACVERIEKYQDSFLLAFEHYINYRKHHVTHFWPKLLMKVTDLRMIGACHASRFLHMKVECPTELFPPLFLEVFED
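Fluorescence polarization of 20 nM Texas Red SRC2 peptide with 0.6 uM human TRb ligand-binding domain, in Tris buffer with 1uM T3 and 5% DMSO. Incubated 5 hr ambient; normalized to unbound and bound controls.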
RECQ1 helicase: RECQ1 (human) helicase inhibition | P46063 | RECQ1 DNA unwinding, red fluorescence kinetic read | Potency, µM (doses to about 57.3 µM), without a hit: at the highest dose activity, negative = inhibition, actives largely listed as inhibitors | 240,000 tested, 0.54% active;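 also: plate controls were vehicle for no effect and no enzyme for full effect; nearly all actives have a fitted effect of over 30% in size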
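RECQ1T1 50 nM; forked duplex (20 bp + 30-nt ss tails) 200 nM, ATP 2 mM final; pH 8.0, 2 mM MgCl2, 2.5 ug/ml poly(dI-dC); 15 min compound preincubation; discontinuous kinetic read over 2 h at RT.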
L3MBTL1 block: inhibitors of human L3MBTL1 | AlphaScreen L3MBTL1–H3K9me1 peptide binding | Potency, µM (top dose mostly 57.1 µM), without a hit: at the highest dose activity, negative = inhibition, actives largely listed as inhibitors | 230,000 tested, 0.66% active | AID 485360; also: nearly all actives have a fitted effect of over 60% in size
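AlphaScreen assay: L3MBTL1 (50 nM final) was preincubated 30 min at room temperature with biotinylated H3(1-15)K9me1 peptide (75 nM final), then 30 min with library compounds; streptavidin donor and nickel chelate acceptor beads (10 ug/mL final) added, 30 min dark.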
* hit, by the source's call; i = inactive; ? = inconclusive; . = no result given; & = joins results of further samples; [ ] = dose if it differs, or a comment. Unless noted, calls follow the shape of the dose curve; as a rule, active = well fitted curve in the direction sought with a large enough effect; inconclusive = small, poorly fitted or top-dose-only effect, or another doubt; inactive = no such curve, though single readings can be large; an effect the other way counts as inactive or inconclusive. Unless noted, % is scaled to controls: 0 for no effect and ±100 for the full control effect; potency is read from the fitted curve at half-maximal effect. These rows are one share of the data; rates above refer to the full screens.

SMILES	GAA spleen mod	GAA inh	GAA glycogen mod	TexasRed fluor	RGS12 GoLoco inh	TRb-SRC2 inh	RECQ1 helicase	L3MBTL1 block
C/C(=N/NC(=O)CNC(=O)CCc1ccccc1)c1ccc(Cl)c(Cl)c1	-2%	.	-1%	-2%	-9%	-6%	i	16%
Cc1cc(OCC(=O)Nc2ccc3c(c2)OCCO3)ccc1Cl	-2%	-2%	3%	-2%	9%	2%	-19%	5%
Cc1ccc(-n2c(SCC(=O)N3CCOCC3)nnc2-c2ccncc2)cc1	-2%	-8%	-1%	-2%	-5%	3%	i	6%
O=C(Nc1ccc(F)cc1)N1CCN(c2ncccn2)CC1	-7%	14%	-5%	-1%[53 µM]	10%	-1%[53 µM]	i	1%
CCOC(=O)Cc1csc(NC(=O)C(CC(C)C)NC(=O)C2CCCCC2)n1 (centres undefined)	-7%	-5%	-6%	-7%	-3%	-5%	9%	.
COc1ccccc1NC(=O)c1cccs1	6%	-1%	8%	2%	5%	-1%	9%	-2%
COc1ccc(NS(=O)(=O)c2ccc(N3CCCC3)c(NC(=S)Nc3cccc(C)c3C)c2)cc1	-3%	-6%	-26%	-1%	-1%	-8%	-2%	-14%
COc1ccc(-n2c(N)c(C(=O)NCC3CCCO3)c3nc4ccccc4nc32)c(OC)c1 (centres undefined)	?	?	-21%	-7%	10%	?	?	1%
Cc1ccc(C(=O)Nn2c(O)c(C=C3N=c4ccccc4=N3)sc2=S)cc1	-5%	2%	7%	-4%	13%	-8%	-3%	0%
CN=C(Nc1cccc(OC)c1)SC1CC(=O)N(c2ccc(C(=O)O)cc2)C1=O (centres undefined)	-14%	8%	11%	0%	10%	10%	i	7%
CCn1cc(CN2CCN(CCc3ccccc3)C(CCO)C2)c(C)n1 (centres undefined)	-3%	-8%	1%	0%	7%	-1%	i	5%
O=C(NCCc1csc(-c2cccnc2)n1)c1cccc(Cl)c1	4%	.	4%	-1%&-1%	4%	-2%&-5%	2%	-6%
O=C(c1ccccc1C(=O)N(c1ccccc1)c1ccccc1)N1CCCCC1	2%	-1%	7%	-6%	3%	-6%	-3%	2%
CC(=O)Nc1ccc(N(C(=O)CNC(=O)c2cccs2)C(C(=O)NC(C)(C)C)c2ccccc2)cc1 (centres undefined)	5%	9%	-6%	-1%	15%	-2%	i	7%
COc1ccc(N2C(=O)C3CCCN3C2c2cccc(OC)c2OC)cc1 (centres undefined)	1%	?	-18%	-2%	2%	4%	-8%	.
O=S(=O)(c1cc(Br)c(Cl)s1)N1CCCC1	13%	0%	-17%	-4%	-4%	-4%	-8%	-7%
Cc1ccc(-n2ncc3c(=O)n(Cc4cccnc4)cnc32)cc1	3%	-6%	13%	-2%	-7%	-11%	i	5%
Cc1cccc(Cn2c(=O)n(-c3ccc(CC(=O)NCc4ccco4)cc3)c(=O)c3sccc32)c1	2%	-20%[15.4 µM]	5%	-6%	3%	0%	-13%	25%
CN(C)c1nc(N2CCN(c3ccccc3)CC2)c(C#N)c(=O)o1	2%	4%	-10%	0%	-9%	4%	11%	27%
CN(C)C1C(=O)C(C(N)=O)=C(O)[C@@]2(O)C(=O)C3=C(O)c4c(O)ccc(Cl)c4C(O)[C@H]3C[C@@H]12 (some centres undefined)	-1%	.	.	-4%	0%	-2%	14%	.
O=C(O)c1ccc(Cl)c(Cl)c1	9%	.	.	-2%	-81%	6%	-15%	.
CN(C(=O)COC(=O)c1cc(-c2ccccc2Cl)nc2ccccc12)C1CCS(=O)(=O)C1 (centres undefined)	3%	-12%	18%	-7%	-1%	-2%	-8%	-1%
C=CCOC(=O)N[C@H](/C(C(=O)OC)=C(\C)NCc1ccccc1)c1cccc(OC)c1	-5%	.	.	-1%	2%	7%	-2%	.
Cc1ccc(S(=O)(=O)Nc2ccccc2-c2ccccc2NS(=O)(=O)c2ccc(C)cc2)cc1	1%	6%	-18%	-2%	-13%	-3%	2%	?
COc1cccc(-n2c(COc3ccc(C)cc3)nnc2SCC(N)=O)c1	10%	-3%	-1%	-3%	4%	-1%	-5%	2%
COc1ccc(CN(C(=O)c2ccco2)c2ccc(C)c(C)c2)cc1	0%	8%	1%	1%[53 µM]	1%	-5%[53 µM]	i	-3%
CCC(CC)c1nnc(NC(=O)c2c(-c3ccccc3)noc2C)s1	-7%	-2%[15.4 µM]	3%	2%	-15%	8%	-6%	6%
COC(=O)CNC(c1ccccc1)c1cc(Br)ccc1NC(=O)CNC(=O)OCc1ccccc1 (centres undefined)	4%	?	-16%	-14%	0%	1%	1%	-17%
O=C(NCC1OCCCN1S(=O)(=O)c1cc(F)ccc1F)C(=O)NC1CCCCCC1 (centres undefined)	.	-1%	4%	0%	13%	-8%	i	-7%
Cc1ccc(NC(=O)N/C=C/c2ccco2)c(C)c1	-15%	2%	-28%	-4%	27%	2%	-2%	-24%
Cn1nccc1NC(=O)CC1(CC(=O)O)CCCCC1	0%	.	4%	-1%	4%	-2%	-4%	0%
O=C(COC(=O)CCC(=O)c1ccc(F)cc1)Nc1ccc(N2CCOCC2)cc1	1%	-1%	6%	-8%	-2%	-1%	i	-6%
CC(=O)c1ccc(N2CCN(S(=O)(=O)c3cccc4nsnc34)CC2)cc1	-3%	-4%	19%	0%	-1%	3%	i	-11%
COc1cccc(C2=Nn3c(nnc3-c3ccccc3C)SC2)c1	-2%	.	.	-3%	.	2%	i	.
CC1(C)CC(NCCN2CCN(C3=CC(=C(C#N)C#N)CC(C)(C)C3)CC2)=CC(=C(C#N)C#N)C1	1%	?	-2%	-1%	7%	-3%	i	.
CCN(CC)P(=O)(Nc1ccc([N+](=O)[O-])cc1)c1c(C)nn(CCC#N)c1NC(=O)c1ccc(Cl)cc1Cl (centres undefined)	2%	-11%	5%	-3%	1%	4%	-17%	.
COc1ccccc1-c1nnc(SCC(=O)Nc2ccc(S(N)(=O)=O)cc2)n1C	5%	-4%	-4%	-2%	-1%	-4%	-5%	.
COc1ccc(C2NC(=O)NC(O)(C(F)(F)F)C2C(=O)c2ccc(C)cc2)cc1 (centres undefined)	7%	3%	9%	0%	.	-8%	-2%	-1%
O=C(Nc1nc(-c2ccccc2)cs1)Nc1ccc(F)cc1F	-8%	-3%	2%	1%	2%	-2%	?	0%
NC(=S)N/N=C/c1c(O)c(Br)cc2oc3c(c12)CCCC3	1%	.	0%	-4%	4%	1%	-1%	-4%
CCCCOc1ccc(-c2nnn(CCC(=O)N3CCOCC3)n2)cc1	-1%	2%	2%	1%	-4%	10%	-6%	0%
N/C(Cc1ccccc1Sc1ccccc1)=N\O	-2%	2%	2%	-2%[53 µM]	13%	5%[53 µM]	-10%	0%
O=C(CCc1ccccc1)NNC(=O)c1ccccc1C(=O)O	1%	6%	-1%	0%	9%	-5%	-1%	2%
CC(C)C(C)NC(=O)COc1ncnc2sccc12 (centres undefined)	-7%	0%	2%	-1%	7%	0%	-4%	4%
CN(CC(=O)NC(=O)NC(C)(C)C)CC(=O)Nc1ccccc1Cl	-3%	8%	-5%	-3%	6%	6%	-4%	-1%
N#Cc1ccc(CSc2nnc(-c3ccccn3)n2-c2ccc(Cl)cc2)cc1	-5%	-5%	-8%	2%	4%	-16%	-11%	-9%
Cc1nc(SCCOc2ccc(F)cc2)c2ccccc2n1	-13%	8%	18%	-3%	57%[activator]	5%	-5%	30%[activator]
Cc1nc2c(C)cccc2c2c1COC2	-3%	.	3%	-3%	-7%	5%	3%	-3%

Fetched one by one from the list above:
SMILES	GAA spleen mod	GAA inh	GAA glycogen mod	TexasRed fluor	RGS12 GoLoco inh	TRb-SRC2 inh	RECQ1 helicase	L3MBTL1 block
NC(=S)N/N=C/c1c(O)c(Br)cc2oc3c(c12)CCCC3	1%	.	0%	-4%	4%	1%	-1%	-4%
O=C(Nc1nc(-c2ccccc2)cs1)Nc1ccc(F)cc1F	-8%	-3%	2%	1%	2%	-2%	?	0%
CCCCOc1ccc(-c2nnn(CCC(=O)N3CCOCC3)n2)cc1	-1%	2%	2%	1%	-4%	10%	-6%	0%
CN(CC(=O)NC(=O)NC(C)(C)C)CC(=O)Nc1ccccc1Cl	-3%	8%	-5%	-3%	6%	6%	-4%	-1%

Other compounds
SMILES	GAA spleen mod	GAA inh	GAA glycogen mod	TexasRed fluor	RGS12 GoLoco inh	TRb-SRC2 inh	RECQ1 helicase	L3MBTL1 block
CCOc1ccccc1NC(=O)C1CCN(S(=O)(=O)c2c(C)nn(C)c2C)CC1	-4%	-6%	-6%	1%	3%	-12%	0%	.
COc1ccc2nc(SCCC(=O)O)cc(C)c2c1	1%	.	4%	0%	6%	-5%	-1%	-2%
CCC(=O)c1cn(CC(=O)NCC2CCCO2)c2ccccc12 (centres undefined)	-1%	-5%	2%	0%	10%	-11%	i	0%
COc1ccc(C(=O)NCC(=O)OCC(=O)Nc2cccc(S(=O)(=O)N3CCCC3)c2)cc1	-1%	.	0%	-4%	2%	1%	i	.
CCOc1ccccc1OCCOCCOc1ccccc1[N+](=O)[O-]	-24%	-3%	-4%	-3%	4%	5%	-1%	11%
COc1cc(CNC2CCCC2)cc(Cl)c1OCc1ccccc1F	2%	?	4%	-15%	5%	-8%	-7%	.
COc1ccc(/C=C/C(=O)Nc2ccccc2C(F)(F)F)cc1	0%	4%	14%	-1%	7%	13%	-11%	-1%
COc1ccc(CNc2nc(NCc3ccc(OC)cc3)c3ncn(C4CCCCC4)c3n2)cc1	-1%	.	.	-3%	.	-3%	-26%	.
CCCCn1c(=N)n(CC(=O)C(C)(C)C)c2ccccc21	-12%	-4%	2%	2%	11%	-5%	-16%	-5%
CN1CCN(C(=O)c2cc(S(=O)(=O)Nc3ccccc3F)c(Cl)cc2Cl)CC1	-1%	2%	7%	1%	0%	-2%	-6%	5%
